Screening results as filed in PubChem BioAssay.
CatL block: inhibitors of human cathepsin L, biochemical. 58,000 tested, 0.17% active. Procathepsin L (Homo sapiens), P07711. inhibition, %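 (tested at 10 µM)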. AID 460, 2006. purified cathepsin L, fluorogenic substrate, fluorescence; in the data active = inhibition above about 45%;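 also: 0% = enzyme with no compound and 100% = no enzyme blank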
MKP-1 inh: MKP-1 phosphatase inhibitors, primary screen, biochemical, in vitro. 65,000 tested, 0.15% active. inhibition, %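 (compounds tested at a single concentration somewhere between 10 and 100 µM)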. AID 374, 2006. Dual specificity protein phosphatase 1 (Homo sapiens), P28562. recombinant MKP-1, OMFP hydrolysis fluorescence;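 active = inhibition above about 50%, limit read from the data; inconclusive = inhibition over screen mean plus 3 SD, below that limit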;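 also: 0% = DMSO max control wells and 100% = wells with enzyme stopped by NaOH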
Cathepsin G inh: human cathepsin G inhibitors, primary screen, biochemical, pooled compound mixtures, AMC fluorescence; inhibition, % at 5 µM (by protocol); 62,000 tested, 0.2% active; P08311; AID 581, 2007; purified enzyme, AMC-tetrapeptide fluorescence;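 active = inhibition above 20% in each of the two mixture wells holding the compound; inactive = inhibition of 20% or less in either well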;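 also: 0% = enzyme control without mixture and 100% = blank lacking enzyme; strong numbers were not always called active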
FXIa inh mix: FXIa protease inhibitors in compound pools, primary screen, biochemical, 10-compound mixtures. 62,000 tested, 0.19% active. Coagulation factor XI (Homo sapiens), P03951. purified FXIa, fluorogenic substrate, pooled mixtures. inhibition, % at 5 µM;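 also: each value is inhibition by a whole ten-compound pool holding the compound; 0% = enzyme with no mixture and 100% = wells lacking enzyme; strong numbers were not always called active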
FXIIa inh mix: human factor XIIa inhibitors, primary screen, biochemical, pooled compound mixtures, fluorogenic substrate. Coagulation factor XII (Homo sapiens), P00748. purified FXIIa. inhibition, % at 5 µM. 62,000 tested, 0.2% active;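 also: 0% = enzyme without compound and 100% = no enzyme blank; some results filed as inactive read as strong as hits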
Cdc25B block: inhibitors of Cdc25B phosphatase catalytic domain, primary screen, biochemical, OMFP fluorescence. inhibition, %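 (compounds tested at 10 µM final in the well)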. 65,000 tested, 0.1% active. AID 368, 2006. recombinant Cdc25B, OMFP fluorescence Ex485/Em525; in the data active = inhibition above about 50%
Hsp90 block: tumor Hsp90 inhibitors, primary screen, cell lysate, fluorescence polarization, NCI-N417 lysate | Heat shock protein HSP 90-alpha (Homo sapiens), P07900 | Cy3B-geldanamycin FP displacement | inhibition, % at 30 µM | 64,000 tested, 0.35% active | AID 429, 2006;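 active = inhibition above 50%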;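 also: 0% = tracer plus lysate wells and 100% = tracer alone without lysate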
C1s block: complement C1s protease inhibitors, primary screen, biochemical, 10-compound mixtures | Complement C1s subcomponent (Homo sapiens), P09871 | purified C1s, fluorogenic AMC substrate, pooled mixtures | mean inhibition % of two 10-compound mixtures (active compounds read high), % at 5 µM (by protocol) | 62,000 tested, 0.16% active | AID 538, 2006;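 active = inhibition above 20% in each of the two 10-compound mixture wells holding the compound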;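 also: 0% = enzyme wells lacking compound mixture and 100% = no-enzyme blank wells; some compounds called inactive have numbers as strong as hits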
Target sequence (P09871 16-437 limits assumed): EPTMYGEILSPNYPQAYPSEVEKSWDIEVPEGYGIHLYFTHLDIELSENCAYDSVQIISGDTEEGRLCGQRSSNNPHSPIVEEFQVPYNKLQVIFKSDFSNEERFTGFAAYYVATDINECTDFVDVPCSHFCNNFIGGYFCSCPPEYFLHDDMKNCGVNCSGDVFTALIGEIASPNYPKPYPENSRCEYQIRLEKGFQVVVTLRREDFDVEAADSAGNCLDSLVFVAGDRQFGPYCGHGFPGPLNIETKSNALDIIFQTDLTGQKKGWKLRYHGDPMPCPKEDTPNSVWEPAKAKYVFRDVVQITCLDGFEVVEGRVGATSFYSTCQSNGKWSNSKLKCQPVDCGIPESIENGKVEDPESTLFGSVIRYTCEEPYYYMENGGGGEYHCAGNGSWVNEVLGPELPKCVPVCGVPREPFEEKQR
Target sequence (P09871 438-688 limits assumed): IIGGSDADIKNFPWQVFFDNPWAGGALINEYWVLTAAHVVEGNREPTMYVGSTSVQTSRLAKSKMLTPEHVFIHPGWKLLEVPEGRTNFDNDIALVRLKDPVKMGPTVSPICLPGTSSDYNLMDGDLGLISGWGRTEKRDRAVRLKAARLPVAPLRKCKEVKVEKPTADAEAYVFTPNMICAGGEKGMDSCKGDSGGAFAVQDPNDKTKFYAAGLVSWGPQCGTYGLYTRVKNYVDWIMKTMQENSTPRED
HTR1A agonist: human 5-HT1a receptor agonists, primary screen, cell-based, CHO, Ga15 NFAT-bla reporter; activation, % at 10 µM; CHO 5-HT1a Ga15 NFAT-bla reporter, FRET ratio; 0% basal, 100% maximal reference agonist; 65,000 tested, 0.56% active; 5-hydroxytryptamine receptor 1A (Homo sapiens), P08908;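 active = activation above the screen-wide mean activation plus 3 SD, cut at about 19% in these data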;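 also: 0% = DMSO wells and 100% = 5-CT at EC100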
Target sequence (P08908 whole entry, looked up): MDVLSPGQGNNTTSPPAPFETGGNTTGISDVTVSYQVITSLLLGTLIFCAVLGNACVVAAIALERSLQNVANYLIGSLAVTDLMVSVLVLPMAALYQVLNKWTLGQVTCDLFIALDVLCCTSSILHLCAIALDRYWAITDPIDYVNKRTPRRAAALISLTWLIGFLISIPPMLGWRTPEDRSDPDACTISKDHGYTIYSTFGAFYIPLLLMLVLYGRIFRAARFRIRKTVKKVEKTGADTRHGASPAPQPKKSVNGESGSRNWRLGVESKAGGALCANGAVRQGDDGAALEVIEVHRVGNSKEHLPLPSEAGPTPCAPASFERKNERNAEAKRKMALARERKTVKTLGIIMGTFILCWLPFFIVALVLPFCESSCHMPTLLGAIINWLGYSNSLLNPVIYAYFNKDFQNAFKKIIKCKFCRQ
* marks the source's active call; other numbers are inactive results; ? = inconclusive; . = no result given; & = joins results of further samples. Rule as the data show it, unless noted: active = inhibition above about 20% (passing the limit was not always enough); inactive = the rest.

SMILES	CatL block	MKP-1 inh	Cathepsin G inh	FXIa inh mix	FXIIa inh mix	Cdc25B block	Hsp90 block	C1s block	HTR1A agonist
CC(C)c1ccc(C(O)c2cnc(C(C)C)n2C)cc1 (configuration not stated)	23.9	-2.1	4.7	-10.1	-16.7	-12.2	-4.2	-38.7	-0.9
Cc1cc2cc(CCNC(=O)c3c(-c4ccccc4Cl)noc3C)c(=O)[nH]c2cc1C	-6.6	12.8	6.5	-1.4	-1.5	-17.8	-2.4	-5.8	1.9
CCN(CC)CP(=O)(c1ccccc1)c1ccccc1	-3.0	-0.4	-1.8	3.5	5.0	-1.6	-2.5	-27.3	0.4
CCCOc1ccc(-c2nnc(-c3ccncc3)o2)cc1	-11.3	30.8	-9.3	8.2	11.0	-16.1	-5.6	-7.4	0.1
O=S(=O)(Nc1cccnc1)c1cccc(C(F)(F)F)c1	29.3	8.1	-0.1	-9.6	9.7	-3.3	0.3	-15.0	-0.4
Cn1c(SC/C=C/c2ccccc2)nnc1-c1ccco1	4.2	0.6	9.7	5.3	7.3	-4.9	-4.4	12.2	-0.3
O=C(NCCCN1CCOCC1)c1cc(-c2ccc(F)cc2)on1	11.9	19.8	7.8	3.8	11.1	-2.3	-2.5	-11.0	-2.1
Cc1cc(C)cc(-n2ccnc2SCC(=O)Nc2ccc3c(c2)OCCO3)c1	4.4	14.7	9.4	0.6	-0.7	8.8	3.1	14.5	-5.2
CCOc1ccc(-c2nnc3ccc(SCc4ccc(C(=O)OC)o4)nn23)cc1	-1.4	32.2	-1.2	4.1	-13.4	0.7	0.8	2.0	6.2
O=C(NC1CCCCC1)N1CCC(n2c(=O)[nH]c3ccccc32)CC1	2.2	8.9	-0.3	15.1	2.9	2.5	-1.6	-32.0	-1.3
Cc1cc(NC(=O)CSc2nnc(Cn3c(=O)sc4ccccc43)n2-c2ccccc2C)no1	.	6.5	-14.6	1.7	8.5	-6.9	3.9	-19.5	1.8
CCOC(=O)CCCCC(=O)c1[nH]c(=O)[nH]c1CN1CCOCC1	-3.3	-9.7	11.3	-3.7	-2.8	0.0	-3.2	3.1	-2.4
COCC(C)NS(=O)(=O)c1ccc(NC(=O)C(Cc2ccccc2)NC(N)=O)cc1 (configuration not stated)	-8.5	-0.8	-3.0	11.0	4.2	2.5	-5.6	-11.5	-2.6
CCc1ccc(NC2CC(=O)N(c3ccc(OC)cc3OC)C2=O)cc1 (configuration not stated)	-3.2	-26.7	-0.6	8.4	-1.7	-3.5	0.0	-12.7	-1.0
c1ccc(Cn2c(CSc3nnnn3-c3ccccc3)nc3ccccc32)cc1	-8.5	7.5	11.3	4.0	3.9	-8.8	-3.7	11.2	1.6
O=C1CC(N2CCN(c3ccc(F)cc3)CC2)C(=O)N1Cc1cccs1 (configuration not stated)	8.9	2.3	1.2	-1.4	1.9	-4.2	-3.4	-6.7	-0.6
CCc1ccccc1N1CC23C=CC(O2)C(C(=O)OCC(C)C)C3C1=O (configuration not stated)	11.1	3.6	10.2	1.2	0.3	-27.1	-0.1	14.8	0.4
COc1ccc(CCNC(=O)CCN2C(=O)COc3ccc(C)cc32)cc1OC	9.9	-0.2	-0.1	2.7	11.0	-8.9	-6.5	-42.1	-3.7
COc1ccc(OC)c(/C=c2\sc3nc(-c4cccs4)nn3c2=O)c1	4.7	36.8	7.2	0.0	2.2	6.2	2.0	8.8	-4.0
CCC(=O)N1c2ccc(S(=O)(=O)CCC(=O)NC3CCCC3)cc2CC1C (configuration not stated)	10.9	-10.6	-0.1	-0.6	1.4	-18.2	-2.4	-2.8	-6.9
O=C(NCc1ccco1)c1cccn2c(=O)c3cc(Br)ccc3nc12	-5.5	?	12.5	12.7	-7.8	18.1	-3.0	14.4	-0.2
c1ccc(OCCSc2nnnn2C2CCCCC2)cc1	-0.3	-16.8	-15.9	0.8	11.9	-0.9	0.5	-19.5	-0.5
CCCCn1c(SCC(=O)OC)nc2c1c(=O)n(C)c(=O)n2C	13.5	-4.7	16.6	8.5	-16.6	6.9	-4.6	9.0	-0.9
COc1ccccc1NC(=O)C1CCCN(S(=O)(=O)c2cnc[nH]2)C1 (configuration not stated)	.	-9.1	7.0	0.8	-15.9	-9.6	0.3	-16.7	0.4
C=C(C)CSc1nc2c(c(=O)[nH]c(=O)n2C)n1Cc1ccccc1	-7.1	5.5	-2.9	7.1	4.0	-8.8	-2.1	-5.0	-0.3

Looked up above.
COCC(C)NS(=O)(=O)c1ccc(NC(=O)C(Cc2ccccc2)NC(N)=O)cc1 (configuration not stated) @ FXIa inh mix: 11.0
Cc1cc(NC(=O)CSc2nnc(Cn3c(=O)sc4ccccc43)n2-c2ccccc2C)no1 @ Cathepsin G inh: -14.6

Carrying on.
SMILES	CatL block	MKP-1 inh	Cathepsin G inh	FXIa inh mix	FXIIa inh mix	Cdc25B block	Hsp90 block	C1s block	HTR1A agonist
Cc1ccc(/C=c2\sc3n(c2=O)CN(c2ccc(Br)cc2)CN=3)o1	-8.1	-13.4	.	.	.	0.6	-2.3	.	4.0
C[C@]12CCC(=O)C=C1CC[C@@H]1[C@@H]2[C@@H](O)C[C@@]2(C)[C@H]1CC[C@]2(O)C(=O)COC(=O)CCC(=O)O	23.9&-7.1	-8.8&3.7	-9.2&9.0	2.8&8.9	-23.4&-18.5	4.6&9.4	-2.6&-4.2&-0.5	2.4&8.1	-1.1&-1.1
O=C(CNS(=O)(=O)c1cccc2nonc12)NCc1ccc(F)cc1	7.2	5.4	13.2	-2.6	10.2	3.8	.	-3.4	-0.9
COc1cc(CCC(=O)N2CCN(c3ccc(N4CCOCC4)nn3)CC2)cc(OC)c1OC	-5.3	2.9	-3.1	3.1	1.9	-16.4	-2.0	-9.8	0.3
CCOc1ccc(-n2cnnn2)cc1S(=O)(=O)NCCc1ccc(OC)c(OC)c1	.	0.3	7.5	-0.9	1.1	3.7	-1.3	1.8	-1.8
COC(=O)C1CCN(C(=O)c2sc3nc(-c4ccc(F)cc4)cn3c2C)CC1	-0.1	12.8	7.8	1.6	8.0	-21.5	-0.3	-5.6	0.3
Cc1nc2ccccc2c2oc(C(=O)NCCCN3CCC(C)CC3)cc12	17.2	9.4	-5.9	-4.2	2.1	-8.4	10.7	-30.2	2.4
Cc1onc(-c2ccccc2)c1C(=O)Nc1nnc(N(C)Cc2ccccc2)s1	8.1	4.0	19.6	4.8	-19.4	-14.9	-2.5	15.1	-3.7
Cn1c(=O)n(C)c2cc(NS(=O)(=O)c3ccc4c(c3)CCCC4)ccc21	3.4	19.8	-7.6	-8.1	3.1	2.9	-0.2	-52.1	-2.5
CC(C)(C)Nc1nc(OCC(F)(F)F)nc(OCC(F)(F)F)n1	18.4	5.8	1.6	4.1	6.0	-3.9	0.7	-6.6	0.7
COC(=O)C(C)Sc1nnc(-c2ccncc2)o1 (configuration not stated)	.	6.3	10.5	8.2	5.8	-4.8	.	12.0	-1.4
O=S(=O)(c1ccc(S(=O)(=O)N2CCN3CCCC3C2)cc1)N1CCCC1 (configuration not stated)	0.4	-8.0	-0.1	-10.9	4.9	-10.8	-3.4	-32.3	-4.3
Cc1ccc(-c2nnc(CSc3nc4cc5c(cc4cc3C)OCO5)o2)cc1	4.6	3.0	7.3	10.6	-10.9	2.7	-2.1	4.6	-1.7
COc1cc(NC(=O)c2ccco2)c(OC)cc1NC(=O)Nc1ccccc1Cl	25.9	-7.8	4.2	6.2	11.0	-1.9	1.5	4.2	2.0
COC(=O)c1ccc2c(c1)N(Cc1cc(C)ccc1C)C(=O)c1ccccc1S2=O (configuration not stated)	8.8	-4.9	10.9	-4.2	-1.1	-20.3	-0.6	-8.5	-2.8
O=C1N2CCSC2=NC1(Nc1nccs1)C(F)(F)F (configuration not stated)	11.1	-8.2	5.1	4.9	4.5	0.2	-2.4	-35.5	-0.2
Cc1ccc(C(C(=O)NC(C)(C)C)N(C(=O)c2csnn2)c2ccccc2F)o1 (configuration not stated)	13.2	-15.4	1.5	2.9	11.4	-10.2	-0.9	-4.3	0.2
O=C(COc1ccccc1O)N1CCN(C(=O)c2ccco2)CC1	1.4	7.2	6.3	-3.2	3.7	3.5	-2.8	-15.8	-2.0
O=C1C2C3C=CC(C3)C2C(=O)N1c1cccc(N2C(=O)C3C4C=CC(C4)C3C2=O)n1 (configuration not stated)	-5.2	-3.9	3.0	5.9	3.5	-2.5	-3.7	-4.8	-3.6
Cc1noc(C)c1CSc1nc2sc(C)c(C)c2c(=O)n1-c1ccccc1	-2.7	26.4	-13.4	4.0	-10.9	-4.1	-2.7	-13.5	0.3
O=C(CP(=O)(c1ccccc1)c1ccccc1)N1CCCCC1	-0.3	-10.2	2.7	2.6	8.0	2.7	-2.1	-28.7	-2.5
CC(=O)Nc1ccc(-n2c(C)c(C(C)=O)c(C(C)=O)c2C)cc1	0.5	2.0	2.4	3.4	4.5	-1.7	-2.8	-13.4	-0.7
COc1ccc(CNC(=O)Cn2cnc3c(=O)n(C)c(=O)n(C)c32)cc1	8.0	6.4	4.7	9.4	-16.4	-7.1	-5.0	-3.4	-1.6
O=C(Oc1cccc(Oc2ccccc2)c1)N1CCOCC1	31.2	0.5	-1.2	-2.0	5.5	-6.1	2.7	-0.1	-3.1
COc1ccccc1OC1=NS(=O)(=O)c2ccccc21	9.8	1.2	8.7	9.4	5.6	-7.5	-5.2	11.2	-1.3

Further records follow:
SMILES	CatL block	MKP-1 inh	Cathepsin G inh	FXIa inh mix	FXIIa inh mix	Cdc25B block	Hsp90 block	C1s block	HTR1A agonist
O=C(NCc1ccccc1Cl)C1CCN(S(=O)(=O)N2CCCCC2)CC1	-7.0	24.8	13.1	7.9	6.4	-4.1	-0.3	11.6	-1.7
O=C1C=C(N2CCN(C3=CC(=O)CCC3)CC2)CCC1	11.6	-24.1	-4.3	5.6	6.2	3.5	-1.0	-29.9	4.2
COc1ccc(-n2cnnc2SCC(=O)c2ccc(S(=O)(=O)N3CCOCC3)cc2)cc1	16.6	31.3	2.4	-4.4	-11.6	-3.2	-4.5	3.4	-1.0
COc1ccccc1N1CCN(Cc2nc3ccccc3c(=O)n2CC(C)=O)CC1	.	12.7	-3.4	3.1	7.1	-9.3	.	-6.4	-3.1
O=c1[nH]cnc2c1nc(SCc1ccccc1)n2C1OC(CO)C(O)C1O (configuration not stated)	-3.4	0.8	13.3	4.9	3.9	5.1	0.1	23.3	-1.8
CCS(=O)(=O)n1nc(C(=O)N2CCOCC2)nc1N	.	15.1	.	.	.	-26.6	-4.2	.	-3.7
CCOC(=O)Cn1c(=O)oc2cc(S(=O)(=O)Nc3cc(OCC)ccc3OCC)ccc21	7.8	2.5	-0.4	8.7	5.0	-25.5	3.7	-8.9	-0.8
Cc1ccc(C(=O)c2coc3ccc(OCC(=O)O)cc23)cc1	-4.7	-5.1	-0.6	7.5	-21.0	-12.5	-2.9	-4.7	0.2
O=C1NC(=O)C(CC(=O)N(Cc2ccco2)C2(C(=O)NC3CCCC3)CCCCC2)N1 (configuration not stated)	-0.6	3.4	2.7	0.9	4.5	-1.0	-2.2	0.6	-2.2
COc1cccc(C=Nc2ccc3c(c2)OCCO3)c1O	-6.6	-8.9	8.1	-1.0	-18.0	-3.0	9.5	5.3	-4.4

Hits appear at their usual frequency; about 1.6% have a hit in one of these screens.
